From PubChem
TRPC4 block – blocks the mouse TRPC4 cation channel | Q9QUQ5 | HEK293 TRPC4beta/mu-opioid, DAMGO-evoked Fluo4 calcium flux; hits give low values | 300,000 tested, 0.39% active | B-score at 10 µM | AID 2247;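 active = B-score over 3 SD under the library average, no early fluorescence shift, positive overall ratio signal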
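Test system – stable TRPC4beta/mu-opioid receptor HEK293 cells · Probe or stimulus – DAMGO, a submaximal dose followed by a maximal one · Dosing – one concentration per compound · Signal – Fluo4 calcium fluorescence by kinetic imaging, 5 s 1 Hz baseline · Evaluation – per-well B score of integrated baseline-normalized Fluo4 ratio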
MrgX1 ag – agonists of human MrgX1 receptor. Q96LB2. MrgX1-HEK293 cells, Fluo-4 calcium fluorescence, agonist mode; hits give high values. B-score at 10 µM. AID 588627. 310,000 tested, 0.44% active;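 active = calcium response B-score plate-corrected fluorescence ratio at least 3 library SD, with starting fluorescence B-score inside 5 SD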
Target sequence (Q96LB2 whole entry, looked up): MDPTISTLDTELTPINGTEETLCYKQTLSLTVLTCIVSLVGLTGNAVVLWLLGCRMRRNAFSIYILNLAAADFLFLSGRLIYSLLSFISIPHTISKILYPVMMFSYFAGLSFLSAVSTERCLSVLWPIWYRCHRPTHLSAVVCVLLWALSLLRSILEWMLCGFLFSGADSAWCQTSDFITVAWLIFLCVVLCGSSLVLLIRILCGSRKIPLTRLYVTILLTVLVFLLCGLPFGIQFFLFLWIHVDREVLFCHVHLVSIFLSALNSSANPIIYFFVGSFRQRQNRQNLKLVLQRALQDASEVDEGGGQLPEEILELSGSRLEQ
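Assay system: stable human MrgX1 HEK293 cell line. Quantity: 15,000 cells per well. Schedule: cells plated overnight, dye loaded 0.5 h 37 °C, 0.5 h room temperature. Detection: Fluo-4 NW calcium-flux fluorescence, kinetic read. Read-out basis: peak-minus-minimum fluorescence over baseline, converted to B scores. Control set: positive and negative control wells on each plate.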
ANO1 block – inhibitors of mouse TMEM16A calcium-activated chloride channel | HEK293 TMEM16A/YFP iodide influx fluorescence, ionomycin | normalized B-score (activity score, 25-100; higher = stronger inhibition) at 10 µM | 310,000 tested, 1.2% active;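 active = ratio plate-corrected score three or more library SD toward inhibition, starting fluorescence score within five deviations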;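 also: score derived from kinetic fluorescence span divided by baseline fluorescence per well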
TRPC6 inhibitor – mouse TRPC6 channel inhibition; AID 2553; HEK293-TRPC6, membrane potential dye, ACh-evoked depolarization; hits give low values; Q61143; 310,000 tested, 1.1% active; B-score at 10 µM;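 active = B-score under library mean minus 3 SD, initial fluorescence not abnormally high, positive integrated signal ratio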;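 also: B-score derived from integrated fluorescence ratio over the kinetic read; more negative B-score means stronger inhibition of depolarization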
ANO1 activ – mouse TMEM16A channel activation, primary screen; B-score at 10 µM; HEK293 TMEM16A/YFP-H148Q/I152L, iodide quench fluorescence; hits give low values; Q8BHY3; 340,000 tested, 0.3% active;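 active = fluorescence-ratio B-score plate-corrected deviation score at least 3 library SD below zero, with starting fluorescence score within 5 deviations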;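 also: channel opened by trigger with iodide after compound preincubation; score built on the fluorescence ratio of max minus min over baseline; more negative score means more quench and so TMEM16A activation or potentiation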
TRPC4 potent – allosteric potentiators of mouse TRPC4 channel. Q9QUQ5. HEK293 TRPC4beta/mu-opioid, DAMGO EC20, Fluo-4 Ca2+ flux; hits give high values. B-score at 10 µM. 310,000 tested, 0.42% active. AID 2227;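 active = B-score of calcium response area above 5 SD of library B-scores, with initial fluorescence ratio within 5 SD of library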;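 also: B-score of integrated fluorescence ratio over time as area under calcium response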
MrgX1 antagonist – antagonists of human MrgX1 receptor. Q96LB2. MRGX1-HEK293 calcium flux, Fluo-4, BAM8-22 antagonism; hits give low values. B-score at 10 µM. 310,000 tested, 1.3% active;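 active = calcium-response B-score plate-corrected more than 3 library SD below zero, starting fluorescence within 5 deviations, no agonist response on first addition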;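 also: peak minus trough fluorescence over baseline after final BAM8-22 challenge near maximal dose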
MrgX1 PAM – human MrgX1 positive allosteric modulation, primary screen | MrgX1-HEK293, Fluo-4 calcium flux, FDSS; hits give high values | B-score at 10 µM | 310,000 tested, 0.63% active | AID 588675;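 active = plate-corrected calcium response at least 3 library SD above typical, normal starting fluorescence, not activating the receptor alone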;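 also: compound read alongside a low EC10 to EC30 dose of BAM8-22 agonist; peak minus trough fluorescence over baseline measured at the second addition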
TRPC4 agonist – activators of mouse TRPC4 channel; Q9QUQ5; 310,000 tested, 0.49% active; AID 2237; HEK293 TRPC4beta/mu-opioid, Fluo4 calcium fluorescence; hits give high values; B-score at 10 µM;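 active = B-score above 5 SD of library B-scores, and initial fluorescence ratio not above library mean plus 5 SD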;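 also: positive B-score marks a calcium rise read as TRPC4 activation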
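System: HEK293 cells stably co-expressing mouse TRPC4beta and mu-opioid receptor; Schedule: Fluo4 dye loading 45 min at room temperature, 110 s recording; Detection: Fluo4 fluorescence, kinetic; Evaluation: B-scored integrated calcium fluorescence ratio; Controls: buffer (low) and maximal DAMGO (high).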
RGS4 inh – human RGS4 inhibition; P49798; HEK293 M3R/RGS4 inducible, Fluo-4 calcium flux; hits give high values; triggered by carbachol at its EC20; B-score at 10 µM; 310,000 tested, 0.45% active;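 active = B-score, a plate-corrected calcium signal, over three deviations above library mean, with baseline fluorescence within five deviations of library mean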;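 also: RGS4 expression induced by doxycycline in cells with stable M3 receptor; B-score is computed from the integrated fluorescence ratio over baseline after carbachol; higher B-score means a larger calcium signal and so more RGS4 inhibition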
Target sequence (P49798 whole entry, looked up): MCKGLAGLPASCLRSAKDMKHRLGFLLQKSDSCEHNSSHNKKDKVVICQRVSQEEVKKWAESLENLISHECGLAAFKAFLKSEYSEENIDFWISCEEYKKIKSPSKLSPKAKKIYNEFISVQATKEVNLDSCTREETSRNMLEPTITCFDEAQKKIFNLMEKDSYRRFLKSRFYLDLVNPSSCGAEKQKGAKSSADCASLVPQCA
TRPC6 activator – activates the mouse TRPC6 cation channel. Q61143. HEK293-TRPC6 membrane potential dye fluorescence; hits give high values. B-score at 10 µM. 310,000 tested, 0.13% active;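 active = B-score of the integrated fluorescence ratio above library mean plus 3 SD, and starting fluorescence ratio within library mean plus 5 SD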;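 also: higher score means more depolarization so channel activation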
Calls only. Outcome played no part in choosing rows; any-hit rate near 5.8%.

Results for COc1ccc(/C=C(\C#N)c2cc(OC)c(OC)cc2[N+](=O)[O-])cc1 ?
TRPC4 block: inactive; MrgX1 ag: inactive; ANO1 block: inactive; TRPC6 inhibitor: inactive; ANO1 activ: inactive; TRPC4 potent: inactive; MrgX1 antagonist: inactive; MrgX1 PAM: inactive; TRPC4 agonist: inactive; RGS4 inh: inactive; TRPC6 activator: inactive

Results for Cc1nn(-c2ccc(Br)cc2)c(=O)c2ccccc12 ?
TRPC4 block: inactive; MrgX1 ag: inactive; ANO1 block: inactive; TRPC6 inhibitor: inactive; ANO1 activ: inactive; TRPC4 potent: inactive; MrgX1 antagonist: inactive; MrgX1 PAM: inactive; TRPC4 agonist: inactive; RGS4 inh: inactive; TRPC6 activator: inactive

Results for COC(=O)c1cc2c(s1)-c1ccccc1OC2 ?
TRPC4 block: inactive; MrgX1 ag: inactive; ANO1 block: inactive; TRPC6 inhibitor: inactive; ANO1 activ: inactive; TRPC4 potent: inactive; MrgX1 antagonist: inactive; MrgX1 PAM: inactive; TRPC4 agonist: inactive; RGS4 inh: inactive; TRPC6 activator: inactive

What do the screens show for `COc1ccc(S(=O)(=O)NCc2ccc(C(=O)O)cc2)cc1`?
TRPC4 block: inactive; MrgX1 ag: inactive; ANO1 block: inactive; TRPC6 inhibitor: inactive; ANO1 activ: inactive; TRPC4 potent: inactive; MrgX1 antagonist: inactive; MrgX1 PAM: inactive; TRPC4 agonist: inactive; RGS4 inh: inactive; TRPC6 activator: inactive

How did COc1cccc(N(C(=O)c2snc(C(N)=O)c2N)C(C(=O)NCC2CCCO2)c2ccc(F)cc2)c1 (stereo not given) do in these assays?
TRPC4 block: inactive; MrgX1 ag: inactive; ANO1 block: inactive; TRPC6 inhibitor: inactive; ANO1 activ: inactive; TRPC4 potent: inactive; MrgX1 antagonist: inactive; MrgX1 PAM: inactive; TRPC4 agonist: inactive; RGS4 inh: inactive; TRPC6 activator: inactive

Results for Cc1ccc(-n2c(=O)cc(N3CC(C)CC(C)C3)[nH]c2=O)cc1 (stereo not given) ?
TRPC4 block: inactive; MrgX1 ag: inactive; ANO1 block: inactive; TRPC6 inhibitor: inactive; ANO1 activ: inactive; TRPC4 potent: inactive; MrgX1 antagonist: inactive; MrgX1 PAM: inactive; TRPC4 agonist: inactive; RGS4 inh: inactive; TRPC6 activator: inactive

What do the screens show for `O=C(N/N=C/c1ccccc1[N+](=O)[O-])c1ccncc1`?
TRPC4 block: inactive; MrgX1 ag: inactive; ANO1 block: inactive; TRPC6 inhibitor: inactive; ANO1 activ: inactive; TRPC4 potent: inactive; MrgX1 antagonist: inactive; MrgX1 PAM: inactive; TRPC4 agonist: inactive; RGS4 inh: inactive; TRPC6 activator: inactive

Results for O=C(COc1cccnc1[N+](=O)[O-])Nc1ccc(N2CCOCC2)cc1 ?
TRPC4 block: inactive; MrgX1 ag: inactive; ANO1 block: inactive; TRPC6 inhibitor: inactive; ANO1 activ: inactive; TRPC4 potent: inactive; MrgX1 antagonist: inactive; MrgX1 PAM: inactive; TRPC4 agonist: inactive; RGS4 inh: inactive; TRPC6 activator: inactive

Results for O=C(Nc1cccc(S(=O)(=O)N2CCOCC2)c1)c1ccccn1 ?
TRPC4 block: inactive; MrgX1 ag: inactive; ANO1 block: inactive; TRPC6 inhibitor: inactive; ANO1 activ: inactive; TRPC4 potent: inactive; MrgX1 antagonist: inactive; MrgX1 PAM: inactive; TRPC4 agonist: inactive; RGS4 inh: inactive; TRPC6 activator: inactive

Results for O=C(NCc1n[nH]c(=S)n1-c1ccc(Cl)c(Cl)c1)c1ccc(S(=O)(=O)N2CCCCC2)cc1 ?
TRPC4 block: inactive; MrgX1 ag: inactive; ANO1 block: inactive; TRPC6 inhibitor: inactive; ANO1 activ: inactive; TRPC4 potent: inactive; MrgX1 antagonist: inactive; MrgX1 PAM: inactive; TRPC4 agonist: inactive; RGS4 inh: inactive; TRPC6 activator: inactive

How did Cc1cccc(N2CCN(C(=O)C(NS(=O)(=O)c3cccs3)c3ccccc3)CC2)c1C (stereo not given) do in these assays?
TRPC4 block: inactive; MrgX1 ag: inactive; ANO1 block: inactive; TRPC6 inhibitor: inactive; ANO1 activ: inactive; TRPC4 potent: inactive; MrgX1 antagonist: inactive; MrgX1 PAM: inactive; TRPC4 agonist: inactive; RGS4 inh: inactive; TRPC6 activator: inactive

What do the screens show for `Cc1ccccc1S(=O)(=O)Cc1ccc(C(=O)NCCN2CCN(Cc3ccccc3)CC2)o1`?
TRPC4 block: inactive; MrgX1 ag: inactive; ANO1 block: inactive; TRPC6 inhibitor: inactive; ANO1 activ: inactive; TRPC4 potent: inactive; MrgX1 antagonist: inactive; MrgX1 PAM: inactive; TRPC4 agonist: inactive; RGS4 inh: inactive; TRPC6 activator: inactive

How did COc1ccc(/C=C2\SC(N)=NC2=O)cc1Cl do in these assays?
TRPC4 block: inactive; MrgX1 ag: inactive; ANO1 block: inactive; TRPC6 inhibitor: inactive; ANO1 activ: inactive; TRPC4 potent: inactive; MrgX1 antagonist: inactive; MrgX1 PAM: inactive; TRPC4 agonist: inactive; RGS4 inh: inactive; TRPC6 activator: inactive

How did Nc1cccc(C(=O)O)c1 do in these assays?
TRPC4 block: inactive; MrgX1 ag: inactive; ANO1 block: inactive; TRPC6 inhibitor: inactive; ANO1 activ: inactive; TRPC4 potent: inactive; MrgX1 antagonist: inactive; MrgX1 PAM: inactive; TRPC4 agonist: inactive; RGS4 inh: inactive; TRPC6 activator: inactive

Results for COC(=O)c1sccc1-n1cccc1C(=O)N1CCOCC1 ?
TRPC4 block: inactive; MrgX1 ag: inactive; ANO1 block: inactive; TRPC6 inhibitor: inactive; ANO1 activ: inactive; TRPC4 potent: inactive; MrgX1 antagonist: inactive; MrgX1 PAM: inactive; TRPC4 agonist: inactive; RGS4 inh: inactive; TRPC6 activator: inactive

How did CC(C)CN1C(=O)C(=O)N(CC(=O)NC2CCCc3ccccc32)C1=O (stereo not given) do in these assays?
TRPC4 block: inactive; MrgX1 ag: inactive; ANO1 block: inactive; TRPC6 inhibitor: inactive; ANO1 activ: inactive; TRPC4 potent: inactive; MrgX1 antagonist: inactive; MrgX1 PAM: inactive; TRPC4 agonist: inactive; RGS4 inh: inactive; TRPC6 activator: inactive

Results for CCOc1cc(C2C(C(=O)N3CCOCC3)=C(C)NC3=C2C(=O)CCC3)ccc1O (stereo not given) ?
TRPC4 block: inactive; MrgX1 ag: inactive; ANO1 block: inactive; TRPC6 inhibitor: inactive; ANO1 activ: inactive; TRPC4 potent: inactive; MrgX1 antagonist: inactive; MrgX1 PAM: inactive; TRPC4 agonist: inactive; RGS4 inh: inactive; TRPC6 activator: inactive

How did Cc1ccn(C(=O)c2cc3c(C)nn(-c4ccccc4)c3s2)n1 do in these assays?
TRPC4 block: inactive; MrgX1 ag: inactive; ANO1 block: inactive; TRPC6 inhibitor: inactive; ANO1 activ: inactive; TRPC4 potent: inactive; MrgX1 antagonist: inactive; MrgX1 PAM: inactive; TRPC4 agonist: inactive; RGS4 inh: inactive; TRPC6 activator: inactive

What do the screens show for `CSc1ccccc1NC(=O)c1cc2ncc(Br)cn2n1`?
TRPC4 block: inactive; MrgX1 ag: inactive; ANO1 block: inactive; TRPC6 inhibitor: inactive; ANO1 activ: inactive; TRPC4 potent: inactive; MrgX1 antagonist: inactive; MrgX1 PAM: inactive; TRPC4 agonist: inactive; RGS4 inh: inactive; TRPC6 activator: inactive

How did COCC1=C(C(=O)OC)C(c2cccs2)n2ncnc2N1 (stereo not given) do in these assays?
TRPC4 block: inactive; MrgX1 ag: inactive; ANO1 block: inactive; TRPC6 inhibitor: inactive; ANO1 activ: inactive; TRPC4 potent: inactive; MrgX1 antagonist: inactive; MrgX1 PAM: inactive; TRPC4 agonist: inactive; RGS4 inh: inactive; TRPC6 activator: inactive

What do the screens show for `CN(Cc1ccccc1)C(=O)c1nc2ccccn2c1CN1CCCC1c1nccs1` (stereo not given)?
TRPC4 block: inactive; MrgX1 ag: inactive; ANO1 block: inactive; TRPC6 inhibitor: inactive; ANO1 activ: inactive; TRPC4 potent: inactive; MrgX1 antagonist: inactive; MrgX1 PAM: inactive; TRPC4 agonist: inactive; RGS4 inh: inactive; TRPC6 activator: inactive

Results for CCNC(=O)CN1C(=O)NC2(CCCCCC2)C1=O ?
TRPC4 block: inactive; MrgX1 ag: inactive; ANO1 block: inactive; TRPC6 inhibitor: inactive; ANO1 activ: inactive; TRPC4 potent: inactive; MrgX1 antagonist: inactive; MrgX1 PAM: inactive; TRPC4 agonist: inactive; RGS4 inh: inactive; TRPC6 activator: inactive

How did CC(=O)c1cccc(NC(=O)COC(=O)COc2ccc(Cl)cc2)c1 do in these assays?
TRPC4 block: inactive; MrgX1 ag: inactive; ANO1 block: inactive; TRPC6 inhibitor: inactive; ANO1 activ: inactive; TRPC4 potent: inactive; MrgX1 antagonist: inactive; MrgX1 PAM: inactive; TRPC4 agonist: inactive; RGS4 inh: inactive; TRPC6 activator: inactive

Results for CC1(C)Cc2c(sc3nc4n(c(=N)c23)CCC4)CO1 ?
TRPC4 block: inactive; MrgX1 ag: inactive; ANO1 block: inactive; TRPC6 inhibitor: inactive; ANO1 activ: inactive; TRPC4 potent: inactive; MrgX1 antagonist: inactive; MrgX1 PAM: inactive; TRPC4 agonist: inactive; RGS4 inh: inactive; TRPC6 activator: inactive

How did O=C1CSC(=S)N1/N=C/c1ccc(Cl)c([N+](=O)[O-])c1 do in these assays?
TRPC4 block: inactive; MrgX1 ag: inactive; ANO1 block: inactive; TRPC6 inhibitor: inactive; TRPC4 potent: inactive; MrgX1 antagonist: inactive; MrgX1 PAM: inactive; TRPC4 agonist: inactive; RGS4 inh: inactive; TRPC6 activator: inactive
